# influenza NS1A: H1N1 influenza NS1A inhibitors, functional cell based assay (AID 504329). NS1A functional cell-based assay, percent inhibition; higher % means a stronger effect. one-dose inhibition, % at 12.5 µM; IC50 in µM for titrated hits. 0.3% of 340,000 active; in the data active = a potency from the dose series; inconclusive = inhibition above about 27% without an active follow-up result; also: strong numbers were not always called active
# H37Rv inhibition: M. tuberculosis growth inhibition, HTS (AID 449762); inhibition, % at 25 µM, or IC50 in µM where a hit was titrated; M. tuberculosis H37Rv growth inhibition, 7H9 media; higher % means a stronger effect; 0.59% of 330,000 active; in the data active = a potency from the dose series; inconclusive = inhibition above about 70% without an active follow-up result;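 also: bacterial growth assessed after seven days of incubation; strong numbers were not always called active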
# inhibitors of VEEV: inhibitors of VEEV TC-83 cytopathic effect, confirmation, Vero cells (AID 588727); Vero cells, VEEV TC-83 cytopathic effect inhibition; higher % means a stronger effect; inhibition, % at 20 µM, or IC50 in µM where a hit was titrated; 0.13% of 350,000 active; in the data active = a potency from the dose series; inconclusive = inhibition mostly from about 14% at the one dose, without a potency; inactive = the rest, 99 in 100 with inhibition below about 12%; also: strong numbers were not always called active
# Salmonella PhoP GFP: PhoP regulon inhibitors, Salmonella typhi PhoP promoter GFP reporter, confirmatory (AID 1850); 0.33% of 310,000 active; one-dose inhibition, % at 50 µM; IC50 in µM for titrated hits; Salmonella Typhi PhoP-promoter GFP reporter, fluorescence, 4 h; higher % means a stronger effect; in the data active = a potency from the dose series; inconclusive = inhibition mostly from about 25% at the one dose, without a potency; inactive = the rest, 99 in 100 with inhibition below about 19%;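 also: 0% = induced wells with vehicle and 100% = uninduced wells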
# tuberculosis growth: growth inhibition of non-replicating M. tuberculosis (AID 488890). 0.39% of 320,000 active. Mycobacterium tuberculosis non-replicating, growth inhibition; higher % means a stronger effect. one-dose inhibition, % at 25 µM; IC50 in µM for titrated hits; in the data active = a potency from the dose series; inconclusive = inhibition mostly from about 82% at the one dose, without a potency; inactive = the rest, 99 in 100 with inhibition below about 76%;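 also: plate controls were DMSO cells for no effect and high antibiotic wells for full effect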
# inhibitors of VEEV 10K pilot screen: further read-out of inhibitors of VEEV, marked with its call; inhibition, %; measured here: 10K pilot screen inhibition
# * marks the source's active call; other numbers are inactive results; i = inactive; ? = inconclusive; / = no result given.
SMILES,influenza NS1A,H37Rv inhibition,inhibitors of VEEV,Salmonella PhoP GFP,tuberculosis growth,others
O=C1C(=O)N(CCN2CCOCC2)C(c2cccc(Cl)c2)/C1=C(\O)c1ccc2c(c1)OCCO2 (stereo not given),-4%,3%,1.3%,4%,0%,
Cc1nn(-c2ccccc2)c2sc(C(=O)OCC(=O)N3CCCCC3)cc12,2%,-2%,i,1%,-7%,
Cc1ccc(S(=O)(=O)CCN2CCN(c3ccccc3)CC2)cc1,-3%,-3%,0.7%,8%,1%,
Cc1ccc(CNS(=O)(=O)NCc2ccc(Cl)cc2)cc1,0%,6%,0.1%,4%,0%,
N#CC(=C(c1ccccc1)c1ccccc1)c1ccccc1,3%,/,5.3%,/,/,
FC(F)Sc1ccc(NC(=S)NC2CCCCC2)cc1,3%,-8%,i,-9%,?,
COc1ccc(C(=O)NCC(c2cccnc2)N2CCN(c3ccccc3OC)CC2)cc1OC (stereo not given),-7%,-1%,0.7%,-13%,16%,
CCOc1ccc(NC(=O)c2ccc(-c3csc(C)n3)cc2)cc1,-7%,-7%,1.4%,-1%,11%,
Cn1c(CNC(=O)c2ccco2)nnc1SCC(=O)c1ccccc1,-9%,4%,0.2%,-1%,-8%,
CCCN1C(=O)/C(=C2/C=Cc3ccccc3N2CC)SC1=S,5.8µM*,13%,3.8%,1%,32%,
O=C1C=C(Nc2ccc(F)cc2)c2ccccc2C1=O,2%,?,3.2%,/,5.4µM*,
Cc1ccc(NC(=O)c2noc3c2CC(C(C)(C)C)CC3)cc1 (stereo not given),8%,-1%,5.2%,9%,-21%,
Cc1ccc(-c2nc(CS(=O)CC(=O)NCCN3CCCC3)c(C)o2)cc1 (stereo not given),0%,-8%,2.3%,1%,-3%,
O=c1c(F)cn(C2CCCO2)c(=O)n1Cc1ccccc1Cl (stereo not given),0%,4%,1.1%,-9%,6%,
c1ccc(-c2nn3c(C4CCCCC4)nnc3s2)cc1,0%,0%,3.4%,-1%,18%,
O=C(NCc1ccccc1)c1ccc(CS(=O)(=O)c2ccccc2)o1,-17%,-9%,8.7%,-7%,-11%,
NS(=O)(=O)c1ccc(NC(=O)CN2CCCc3ccccc32)cc1,4%,-5%,0.6%,2%,17%,
CCc1ccc(-c2nnn(CCC(=O)OC)n2)cc1,-4%,?,2.4%,-5%,?,
O=c1c2ccccc2nnn1Cc1ccc(F)cc1,-6%,-3%,1.3%,9%,78%,
COC(=O)c1cc(COc2ccc3oc(C)c(C(=O)OC)c3c2)c(C)o1,-5%,?,6.1%,-2%,29%,
NS(=O)(=O)c1ccc(N/N=C/c2ccc(O)cc2O)c([N+](=O)[O-])c1,18%,-2%,6.7%,8%,-7%,
CCN(CC(=O)N1CCC(C)CC1)S(=O)(=O)c1ccc(C)cc1,-3%,7%,0.9%,-1%,8%,
COc1ccc2[nH]c(=O)c(CN(Cc3cccs3)Cc3nnnn3C(C)(C)C)cc2c1,-20%,2%,8.2%,-2%,34%,
O=C(COc1ccc([N+](=O)[O-])cc1)Nc1cccnc1,-3%,-7%,0.9%,5%,/,
Cc1cccc(C)c1NC(=O)CCS(=O)(=O)c1ccc(Br)cc1,-5%,-5%,i,-4%,-10%,
CCS(=O)(=O)c1ccc2c(c1)NC(=O)C(CCCl)O2 (stereo not given),-2%,0%,1.7%,-1%,5%,
CN=C(c1ccco1)n1c(=S)nc(-c2ccco2)n(C)c1=S,8%,3%,0.9%,3%,77%,
COc1ccc(CNC(=O)COC(=O)C(CCSC)N2C(=O)c3ccccc3C2=O)cc1 (stereo not given),-2%,3%,4.1%,/,3%,
O=C(CSc1ccc(F)cc1)NNC(=O)c1ccccc1Br,-5%,0%,i,1%,1%,
CC(C)CC(NC(=O)C1CCCCC1)C(=O)NC(C)c1ccccc1 (stereo not given),-3%,1%,i,-5%,8%,
COc1ccc(C2CC(C)=C(C#N)S(=O)(=O)C2C#N)cc1 (stereo not given),2%,-8%,0.5%,5%,-1%,
Cc1cc(O)c(C(C)C)cc1NS(=O)(=O)c1ccccc1,0%,2%,2.8%,-1%,8%,
CN(CC(=O)NC(=O)NCc1ccco1)CC(=O)Nc1ccccc1Cl,/,-10%,/,1%,-5%,
Cc1ccc(COc2ccc(/C=N/NC(=O)c3ccc(CN4CCOCC4)cc3)cc2)cc1,4%,-2%,1.4%,-1%,-27%,
CN=C1S/C(=C\c2ccc(N3CCCC3)c(F)c2)C(=O)N1C,-3%,19%,2.2%,-1%,66%,
COc1ccccc1OCC(=O)Nc1ccc(NC(=O)COc2ccccc2OC)cc1,6%,4%,1.6%,-2%,27%,
CCOC(=O)c1ccccc1NC(=O)CSc1nnc(COc2ccccc2)n1CC,-1%,4%,i,0%,70%,
CCN1CCN(S(=O)(=O)c2cc3c(cc2Cl)NC(=O)CO3)CC1,5%,2%,0.6%,-9%,5%,inhibitors of VEEV 10K pilot screen=0.6
CCOC(=O)c1c(S(=O)(=O)NCC(=O)Nc2ccc(F)cc2)c(C)n(C)c1C,3%,0%,i,-11%,-3%,
CN(/N=C/c1cccnc1)c1cnn(-c2ccc(F)c(Cl)c2)c(=O)c1Cl,-1%,6%,1.8%,-1%,1%,
CSc1ccc(CN2CCC(n3nccc3NC(=O)C3CCOC3)CC2)cc1 (stereo not given),-14%,-13%,0.4%,-6%,-15%,
Cc1ccc(S(=O)(=O)N2CCOCC2)cc1NC(=O)COC(=O)COc1ccccc1[N+](=O)[O-],3%,-8%,3.5%,/,-1%,
Cc1nn(-c2ccccc2)nc1CNC(=O)c1ncoc1-c1ccccc1,-3%,-7%,1.8%,0%,1%,
O=C(CCn1c(=O)c2ccccc2n(Cc2cccc([N+](=O)[O-])c2)c1=O)N1CCc2ccccc2C1,18%,-2%,6.9%,3%,17%,
Cc1onc(-c2c(Cl)cccc2Cl)c1C(=O)O/N=C(\C#N)c1ccccc1,-16%,0%,0.8%,-8%,63%,
Cc1ccccc1C1=N/C(=C/c2cccs2)C(=O)O1,6%,61%,0.1%,-18%,?,
CCn1c(SCC(=O)Nc2ccc3c(c2)OCCO3)nnc1C1CC1,-10%,-3%,0.7%,-2%,-5%,
CC(C)C(=O)NC(=S)Nc1ccc(S(=O)(=O)N(C)Cc2ccccc2)cc1,7%,-3%,8.2%,1%,?,
O=C(Nc1n[nH]c(=S)s1)c1ccco1,5%,-4%,0.1%,2%,/,
COc1ccc(NC(=S)NNC(=O)c2ccco2)c(OC)c1,2%,-9%,2.6%,0%,-8%,
Cc1[nH]n(-c2ccc(Cl)cc2)c(=O)c1/C=N/n1c(C)nc2ccccc2c1=O,-12%,56%,2.6%,0%,75%,
Cc1cccc(C)c1NC(=O)c1c(O)c2ccccc2[nH]c1=O,-1%,4%,3.8%,-6%,-15%,
CCOc1cc(C(=S)N2CCOCC2)ccc1OC,-2%,2%,0.3%,-17%,0%,
COc1cccc(Oc2nc3ncn(Cc4ccccc4)c3c(=O)n2C)c1,4%,-14%,1.4%,-3%,-14%,
COc1cccc(CNC(=O)C2CCC(CNc3c(N4CCC(C)CC4)c(=O)c3=O)CC2)c1 (stereo not given),-7%,-9%,1.1%,1%,18%,
O=C(N/N=C(\Cc1ncc[nH]1)c1ccccc1)c1ccccc1,/,?,/,1%,73%,
CC(=O)NS(=O)(=O)c1ccc(NC(=O)c2ccccc2F)cc1,0%,0%,1.1%,0%,1%,
CCCN1CCc2cc(O)cc3c2[C@H]1Cc1ccc(O)c(O)c1-3,5%,21%,10%,-11%,44%,
COc1ccccc1CNC(=O)c1ccc(OCc2c(C)noc2C)c(OC)c1,3%,-6%,6.8%,2%,12%,
O=C(COC(=O)c1ccc(O)cc1)Nc1ccc2[nH]c(=O)[nH]c2c1,-13%,-2%,1.1%,-1%,-16%,

# (listing goes on)
SMILES,influenza NS1A,H37Rv inhibition,inhibitors of VEEV,Salmonella PhoP GFP,tuberculosis growth,others
O=C(NCc1ccco1)c1ccc(Br)s1,-1%,-2%,i,-1%,80%,
Cc1ccc(Nc2nc(OC(C(F)(F)F)C(F)(F)F)nc(N3CCOCC3)n2)cc1,-3%,4%,i,-3%,14%,
N#CCC(=O)Nc1sc2c(c1C(N)=O)CCCC2,-3%,3%,0.9%,-1%,/,
COc1cccc(-c2ncc3ccccc3c2COC(=O)c2ccc(Br)cc2)c1,7%,-5%,0.5%,/,7%,
Cc1cccc(NC(=S)N/N=C/c2ccc([N+](=O)[O-])s2)c1,11%,?,8.7%,9%,?,
Cc1ccc(N2CCNCC2C)cc1 (stereo not given),7%,/,i,/,/,
COc1ccc(-c2cn(-c3ccc(C)cc3)c(=O)n2CC(=O)Nc2cccc(F)c2)cc1,2%,8%,7.8%,-8%,18%,
O=C(c1ccc(Cl)c([N+](=O)[O-])c1)N(Cc1ccccc1)C1CCS(=O)(=O)C1 (stereo not given),-8%,7%,i,-3%,-17%,
CCc1noc2c1/C(=N\O)CC(c1ccccc1)C2 (stereo not given),-2%,0%,1.4%,7%,16%,
COc1ccc(-c2cc(C(=O)OC(C)C(=O)Nc3c(C)n(C)n(-c4ccccc4)c3=O)c3ccccc3n2)cc1 (stereo not given),4%,-1%,1.0%,1%,26%,
O=c1c2c(nc3nc(CCc4ccccc4)[nH]n13)CCC2,2%,7%,0.2%,4%,27%,
O=C(CCCc1ccccc1)Nc1cccnc1Cl,2%,-6%,2.5%,0%,-15%,
COc1cccc(-n2nnnc2SCC(=O)NCCc2ccccc2)c1,-4%,3%,1.4%,14%,26%,
COc1ccccc1CN1CC(C(=O)N(CCO)Cc2cccs2)CCC1=O (stereo not given),-4%,0%,1.4%,-15%,2%,
NC(=O)C(=O)NN=C1C2CC3CC(C2)CC1C3,-3%,-2%,2.1%,2%,-5%,
c1ccc(CSCc2nc3ccccc3[nH]2)cc1,-7%,-4%,0.2%,29%,26%,
Cc1c(C)n(Cc2ccc(Cl)cc2)c2ccc(C(=O)NCCN3CCOCC3)cc12,23%,7%,3.8%,-4%,19%,
CC(C)C[C@H](NC(=O)OC(C)(C)C)C(=O)N1CCC(C(=O)N[C@@H](Cc2c[nH]c3ccccc23)C(=O)O)CC1,-18%,-6%,1.6%,-5%,-8%,
Cc1ccc(NC(=O)CSc2ccc3nnc(-c4cccnc4)n3n2)cc1,-5%,-3%,2.6%,-7%,-5%,
COc1cc(NC(=O)c2ccccc2-n2cnnn2)cc(OC)c1,-10%,0%,7.3%,11%,/,
COc1ccc(CNc2ccccc2SC)cc1OC,-6%,-7%,0.5%,-13%,-7%,
COc1ccc(CNC(=O)[C@H](C)N2C(=O)N3CCc4c([nH]c5ccccc45)[C@@]3(C)C2=O)cc1OC,2%,1%,0.2%,-3%,1%,
Cc1cc(=S)c2ccccc2[nH]1,-14%,-9%,11%,-2%,4%,
CSc1nnnn1-c1ccc(C(=O)OCC(=O)N2CCOCC2)cc1,-4%,9%,i,22%,9%,
COc1cc([N+](=O)[O-])ccc1NC(=O)Nn1cnnc1,5%,-5%,3.4%,-2%,-4%,
CC(C)C[C@H](NS(=O)(=O)c1ccc(Br)cc1)C(=O)O,5%,-7%,0.1%,13%,14%,
CCN1CCN(Cc2ccc(NC(=O)c3ccc(C)c(NC(=O)c4nccnc4N)c3)cc2C(F)(F)F)CC1,9%,-4%,?,-11%,43%,
O=C(NCC1CCCO1)c1ccc(CNS(=O)(=O)c2cccc(Cl)c2)cc1 (stereo not given),2%,-11%,0.3%,7%,-31%,
COC(=O)Cc1nnc(NC(=O)C(C)C)s1,-1%,-3%,0.9%,8%,4%,
O=C(CN1CCOCC1)N/N=C/c1cc2ccccc2nc1Cl,-19%,0%,4.8%,8%,-15%,
O=C(c1ccco1)N1CCN=C1SCc1cccnc1,-15%,-12%,2.2%,-10%,/,
CCC(=O)Nc1cc2c(cc1C(C)=O)OCCO2,9%,1%,1.7%,-14%,15%,

# Arranged by SMILES length (ascending): five of the compounds above.
SMILES,influenza NS1A,H37Rv inhibition,inhibitors of VEEV,Salmonella PhoP GFP,tuberculosis growth,others
COc1ccc(CNc2ccccc2SC)cc1OC,-6%,-7%,0.5%,-13%,-7%,
CCC(=O)Nc1cc2c(cc1C(C)=O)OCCO2,9%,1%,1.7%,-14%,15%,
O=C(NCC1CCCO1)c1ccc(CNS(=O)(=O)c2cccc(Cl)c2)cc1 (stereo not given),2%,-11%,0.3%,7%,-31%,
CCN1CCN(Cc2ccc(NC(=O)c3ccc(C)c(NC(=O)c4nccnc4N)c3)cc2C(F)(F)F)CC1,9%,-4%,?,-11%,43%,
COc1ccc(CNC(=O)[C@H](C)N2C(=O)N3CCc4c([nH]c5ccccc45)[C@@]3(C)C2=O)cc1OC,2%,1%,0.2%,-3%,1%,

# Screening data deposited in PubChem BioAssay by Southern Research Specialized Biocontainment Screening Center.
